# Screens (PubChem BioAssay)
# Nrf2 ARE act: activators of Nrf2 (ARE) signaling; AREc32 ARE-luciferase reporter (MCF7-derived line), luminescence, 24 h; Potency, µM (titrated, usually from 46.1 µM), for inactives: at the top dose activation, most hits filed as activators; actives 0.31% (n = 410,000); further: potency means the concentration at half of the fitted maximal effect; % of control where 0% means no effect; nearly all actives have a fitted effect of over 65% in size
#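 AREc32_Fluc, 1000 cells/well, OPTI-MEM + 5% FBS, o/n 37 deg C 5% CO2; 23 nL cpd by pin tool, 24 hr; Steady-Glo 30 min RT, luminescence.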
# A549 viability: kills or reduces viability of A549 cells in Nrf2 counter-screen; A549 ARE-Fluc cells, CellTiter-Fluor viability, 18-24 h; Potency, µM (highest dose often 46 µM), for the others: at the top dose activity change, negative = cytotoxicity, hits mostly inhibitors; actives 0.16% (n = 390,000); AID 504648; further: potency means the concentration at half of the fitted maximal effect; on the % scale 0 is the no-effect control and ±100 the full control effect
#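 A549 ARE-Fluc cells in 5% FBS OPTI-MEM, 5000 cells/well, rested 2 h then exposed to compounds in concentration-response for 18-24 h at 37 °C. Viability by CellTiter-Fluor fluorescence (Ex 405/Em 525) after 30 min; luciferase luminescence (BugLite, 15 min, RT) read afterwards.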
# HepG2 tox: counter-screen for TGF-b inhibitors: cytotoxicity in HepG2 cells; HepG2 CAGA-GFP viability, ATP luminescence, 18 h; Potency, µM (top dose mostly 46.1 µM), without a hit: at the highest dose activity change, negative = cytotoxicity, actives largely listed as cytotoxic; actives 0.76% (n = 410,000); AID 588856; further: potency means the concentration at half of the fitted maximal effect; some results filed as inactive show a strong effect at the top dose
#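 HepG2 CAGA-GFP cells (1000/well, DMEM with 1% FBS) received compound, then TGF-beta at 500 pg/mL final, and were incubated 18 hours at 37 degrees C. Viability was read by CellTiter-Glo luminescence. Media-only wells were set as complete cell-killing and DMSO as no toxicity.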
# ATXN2 expr inh: reduces ATXN2 reporter expression in HEK-293 cells; HEK-293 ATXN2-luciferase reporter, luminescence, 24 h; Potency, µM (doses to about 57 µM), for the others: at the highest dose activity change, negative = inhibition, actives largely listed as inhibitors; actives 0.72% (n = 360,000); further: potency means the concentration at half of the fitted maximal effect; on the % scale 0 is the no-effect control and ±100 the full control effect; nearly all actives have a fitted effect of over 55% in size
#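 qHTS (up to 57 uM final) was run with 24 h compound exposure of reporter cells at 37 °C. Each well was multiplexed: SteadyGlo luminescence measured ATXN2-luciferase expression after a fluorogenic Gly-Phe-AFC viability readout (25 uM final).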
# ATXN viability: cell viability loss in ATXN counter-screen; actives 0.49% (n = 400,000); S2 cells (HEK-293 line with an ATXN2-luciferase reporter) viability, CellTiter-Fluor protease fluorescence, 24 h; Potency, µM (series often up to 56.7 µM), hits mostly cytotoxic; further: potency means the concentration at half of the fitted maximal effect; nearly all actives have a fitted effect of over 40% in size
# IL-2 act: activators of IL-2; AID 652025; IL-2 activation reporter assay, cell-based qHTS; stimulated with anti-CD3/CD4/CD28 beads; in transgenic mouse T cells; activation, % (series mostly up to about 46 µM); actives 0.065% (n = 360,000); in the data active means activation above about 50%; inconclusive means mostly about 30% to 49%; further: 0% is about no effect
#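 Unstimulated transgenic mouse T cells; 60-min compound exposure; bead-based TCR/CD4/CD28 stimulation; 18 h culture, 37 degrees C; dual fluorescence (EGFP, DsRed) plate cytometry.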
# Nrf2 inh: Nrf2 pathway inhibition | Potency, µM (titrated, usually from 46 µM), for inactives: at the highest dose activity change, negative = inhibition, hits mostly inhibitors | A549 ARE-Fluc reporter, luciferase luminescence, 18-24 h | actives 2.1% (n = 360,000); further: potency means the concentration at half of the fitted maximal effect; on the % scale 0 is the no-effect control and ±100 the full control effect; nearly all actives have a fitted effect of over 60% in size
#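 In this cell-based qHTS, ARE-driven firefly luciferase in A549 cells reports Nrf2 activity; the luminescent signal after BugLite lysis is the measured value, with a prior CellTiter-Fluor read for cell health.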
# EPAC2 agonist: EPAC2 (human) agonism | EPAC2 activation, biochemical qHTS; response scale: 100% = 6.5 mM cAMP response | Q8WZA2 | AID 720711 | Potency, µM (highest dose often 154 µM), inactives show top-dose activation, actives largely listed as activators | actives 0.079% (n = 360,000); further: potency means the concentration at half of the fitted maximal effect; nearly all actives have a fitted effect of over 50% in size
# Target sequence (Q8WZA2 whole entry, looked up): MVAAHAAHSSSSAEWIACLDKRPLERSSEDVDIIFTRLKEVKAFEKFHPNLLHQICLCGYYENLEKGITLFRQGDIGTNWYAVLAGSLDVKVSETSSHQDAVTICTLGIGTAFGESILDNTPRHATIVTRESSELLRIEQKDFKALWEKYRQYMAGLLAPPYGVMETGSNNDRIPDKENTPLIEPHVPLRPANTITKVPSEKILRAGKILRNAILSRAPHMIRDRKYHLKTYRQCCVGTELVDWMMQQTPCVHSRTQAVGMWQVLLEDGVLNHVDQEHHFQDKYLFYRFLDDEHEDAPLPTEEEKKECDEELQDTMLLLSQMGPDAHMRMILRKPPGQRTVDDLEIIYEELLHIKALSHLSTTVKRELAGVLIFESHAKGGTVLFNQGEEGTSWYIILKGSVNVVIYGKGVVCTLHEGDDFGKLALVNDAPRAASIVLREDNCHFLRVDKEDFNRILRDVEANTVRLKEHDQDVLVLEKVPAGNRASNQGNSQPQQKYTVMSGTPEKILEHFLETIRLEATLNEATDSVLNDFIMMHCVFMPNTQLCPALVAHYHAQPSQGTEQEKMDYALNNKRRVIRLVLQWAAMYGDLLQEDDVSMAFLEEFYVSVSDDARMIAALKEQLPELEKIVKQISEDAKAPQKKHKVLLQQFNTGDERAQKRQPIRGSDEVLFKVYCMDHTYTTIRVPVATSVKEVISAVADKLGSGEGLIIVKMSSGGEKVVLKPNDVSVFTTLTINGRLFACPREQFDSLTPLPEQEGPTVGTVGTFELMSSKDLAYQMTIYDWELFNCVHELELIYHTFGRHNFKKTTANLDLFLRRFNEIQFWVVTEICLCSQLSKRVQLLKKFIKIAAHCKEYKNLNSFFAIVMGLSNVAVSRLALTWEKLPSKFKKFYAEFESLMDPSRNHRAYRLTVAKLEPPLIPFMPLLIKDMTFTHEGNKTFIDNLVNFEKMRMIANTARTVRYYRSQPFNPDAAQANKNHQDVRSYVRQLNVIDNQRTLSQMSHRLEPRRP
#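 Nucleotide exchange monitored as fluorescence drop when BODIPY-GDP leaves Rap1B. Reaction: 100 nM EPAC2, 250 nM RAP1B-BODIPY-GDP, 50 uM GDP, room temperature, kinetic read over 30 min. Activity expressed relative to 6.5 mM cAMP.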
# TGFb SMAD3 inh: inhibitors of TGF-b signaling; HepG2 CAGA-GFP TGF-b/SMAD3 reporter, GFP fluorescence, 18 h; TGF-beta stimulated, 500 pg/mL final; Potency, µM (titrated, usually from 46.1 µM), for the others: at the top dose activity, negative = inhibition, usual class: inhibitors; actives 1.2% (n = 410,000); further: potency means the concentration at half of the fitted maximal effect; on the % scale 0 is the no-effect control and ±100 the full control effect; nearly all actives have a fitted effect of over 65% in size
#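 Cell-based qHTS in HEPG2 carrying a CAGA-GFP Smad reporter; compounds added before 500 pg/mL final TGF-beta, 18 h incubation at 37 degrees C, GFP fluorescence quantified per cell by imaging cytometry.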
# Starred values were filed as active, the others as inactive; i = inactive; ? = inconclusive; / = not tested or not shown; [ ] = remark or other dose. Unless noted, the call rests on the fitted dose curve; in most records, active means well fitted curve in the direction sought with a large enough effect; inconclusive means small, poorly fitted or top-dose-only effect, or another doubt; inactive means no such curve, though single readings can be large; an effect the other way counts as inactive or inconclusive.
SMILES,Nrf2 ARE act,A549 viability,HepG2 tox,ATXN2 expr inh,ATXN viability,IL-2 act,Nrf2 inh,EPAC2 agonist,TGFb SMAD3 inh
Cc1c(Cl)cccc1-c1ccc(C(=O)N2CCN(c3ccc([N+](=O)[O-])cc3)CC2)o1,3.4%,-29%,5%,-34%,?,10,?,4%,10%
CC(=O)Nc1ccc(S(=O)(=O)NC2(C(F)(F)F)NC(=O)N(C3CCCCC3)C2=O)cc1 (configuration not stated),0.0%,3%,-5%,2%,i,-1.0,13%,12%,6%
CC(=O)c1c(O)cc(=O)n(-c2ccccc2)c1-c1cccc2ccccc12,-0.8%,?,39%,-1%,i,-0.3,/,2%,0%
Cc1cc(C(=O)OCC(=O)NCCc2ccccc2)c(C)o1,0.0%,7%,-49%,4%,i,0.3,7%,5%,4%
C=CCn1c(C)cc(C(=O)COC(=O)C2CC(=O)N(CCc3ccc(OC)c(OC)c3)C2)c1C (configuration not stated),3.2%,0%,11%,7%,i,-0.2,-9%,4%,-1%
O=C(c1cc(-c2ccc3c(c2)OCO3)on1)N1CCOCC1,-1.7%,-4%,5%,?,i,2.3,/,4%,-13%
O=C(O)c1oc2ccc(Br)cc2c1-n1cccc1,0.4%,-9%,-22%,3%,?,-0.4,2%,0%,24%
Cc1ccc(C)c(CN2C(=O)c3ccccc3S(=O)c3ccc(C(=O)N4CCN(c5ccccc5F)CC4)cc32)c1 (configuration not stated),0.1%,-19%,-9%,191%[activator],i,/,12%,/,34%[activator]
Cc1cc(F)ccc1NC(=O)C1CCC(CNS(=O)(=O)c2ccc3c(c2)CCCC(=O)N3)CC1 (configuration not stated),-0.8%,11%,-27%,-17%,i,/,-10%,/,-26%
CCOC(=O)Cc1csc(N/C(=N/S(=O)(=O)c2cc(Br)ccc2OCC)c2ccccc2)n1,-0.3%,7%,-2%,-3%,i,-0.9,-2%,25%,-10%
COc1ccc(NC(=O)C2CCN(S(=O)(=O)c3ccc4[nH]c(=O)oc4c3)CC2)c(OC)c1,-0.1%,0%,-3%,11%,i,-0.1,-23%,2%,1%
O=C(Nc1ccc2oc(-c3cccc(F)c3)nc2c1)c1ccccc1F,0.5%,-3%,11%,-23%,i,1.2,-13%,9%,0%
CC(C)CC1NC(=O)C(CC(C)C)N(CO)C1=O (configuration not stated),0.3%,0%,-2%,8%,i,-4.6,-17%,-3%,8%
O=C(Nc1nc2c(s1)CCCC2)C1COc2ccccc2O1 (configuration not stated),11%,-4%,-19%,-12%,i,-1.2,?,12%,-1%
CCc1ccccc1NC(=O)c1cc(S(=O)(=O)N2CCCC2)c[nH]1,0.0%,0%,-9%,-6%,i,-1.7,7%,5%,4%
O=C(OCCN1CCOCC1)c1ccccc1Cl,2.9%,2%,6%,12%,i,0.5,-2%,2%,1%
Cc1ccc(S(=O)(=O)NCc2ccc(C(=O)N3CCN(Cc4ccccc4)CC3)cc2)cc1,2.3%,2%,-29%,-25%,i,0.1,?,9%,?
O=C(O)CC(CC(=O)Nc1ccc(N2CCOCC2)cc1)c1ccccc1 (configuration not stated),0.2%,-1%,-61%,13%,i,-2.0,12%,2%,0%
COc1ccc(-c2cc(C(=O)NCCc3ccc(OC)c(OC)c3)c3c(-c4ccc(F)cc4)[nH]nc3n2)cc1,3.3%,1%,1%,2%,i,/,/,/,20%
CCN(CC)C(=O)C1CCCN(Cc2ccc3ccccc3c2)C1 (configuration not stated),-0.6%,1%,-4%,-9%,i,-2.6,-12%,2%,-4%

# A draw from above in order of SMILES length, low to high:
SMILES,Nrf2 ARE act,A549 viability,HepG2 tox,ATXN2 expr inh,ATXN viability,IL-2 act,Nrf2 inh,EPAC2 agonist,TGFb SMAD3 inh
O=C(O)c1oc2ccc(Br)cc2c1-n1cccc1,0.4%,-9%,-22%,3%,?,-0.4,2%,0%,24%
CC(C)CC1NC(=O)C(CC(C)C)N(CO)C1=O (configuration not stated),0.3%,0%,-2%,8%,i,-4.6,-17%,-3%,8%
CC(=O)Nc1ccc(S(=O)(=O)NC2(C(F)(F)F)NC(=O)N(C3CCCCC3)C2=O)cc1 (configuration not stated),0.0%,3%,-5%,2%,i,-1.0,13%,12%,6%

# Next section
SMILES,Nrf2 ARE act,A549 viability,HepG2 tox,ATXN2 expr inh,ATXN viability,IL-2 act,Nrf2 inh,EPAC2 agonist,TGFb SMAD3 inh
CC1CCCN(C(=O)c2ccc(CNc3c(N4CCCCC4)c(=O)c3=O)cc2)C1 (configuration not stated),-0.5%,-3%,0%,-7%,i,-0.5,-4%,10%,4%
COc1cc(Nc2nc3ccccc3n3nnnc23)cc(OC)c1OC,4.5%,0%,-3%,7%,i,5.3,-11%,-3%,-5%
CCc1cc(C(=O)N(C)CC(=O)N(CC(C)C)c2c(N)n(CC(C)C)c(=O)[nH]c2=O)sc1C,-0.8%,-7%,-3%,-1%,i,-3.7,-18%,-5%,?
O=C(Nc1ccc(F)c(Cl)c1)C1CCN(c2ncccn2)CC1,0.9%,-3%,-28%,-11%,?,/,-6%,/,-28%
CC(=O)Nc1ccc(SCC(CC(C)C)N2CCN(CCc3ccccc3)CCC2=O)cc1 (configuration not stated),/,-6%,-6%,/,/,/,-11%,/,?
CC(C)(C)N1CC23C=CC(C[C@@H]2C1=O)O3 (some centres not stated),0.5%,-5%,1%,5%,i,0.6,3%,3%,4%
Cc1ccc(S(=O)(=O)N2CCOCC2)cc1NC(=O)COC(=O)c1ccc(Cl)nc1,-0.4%,12%,1%,7%,i,-3.8,-13%,6%,15%
COC(=O)c1sc2ncn(CC(=O)NCCc3ccc(OC)c(OC)c3)c(=O)c2c1C,-0.1%,1%,-36%,6%,i,-0.2,9%,8%,4%
COc1ccc(CN(C)C(=O)CCc2ccc(S(=O)(=O)N3CCCCCC3)cc2)c(OC)c1,0.6%,-19%,-37%,-19%,i,-0.1,?,18%,?
CCOC(=O)c1ccc(Nc2nc(C)cc(C)c2C#N)cc1,0.4%,0%,1%,-1%,i,-0.9,-1%,2%,-10%
O=S(=O)(Nc1nc2ccccc2nc1Cl)c1ccccc1C(F)(F)F,0.2%,-2%,-9%,6%,i,0.9,2%,1%,-1%
CCCn1c(=O)c2ccccc2n2c(SCc3nnc(-c4ccccc4Br)o3)nnc12,-0.2%,-14%,-9%,-11%,?,-2.5,-20%,-3%,0%
COc1ccc(-n2cnnc2SCC(=O)Nc2cccc(S(N)(=O)=O)c2)cc1,-0.1%,0%,0%,-5%,i,1.0,-4%,-1%,7%
Cc1sc2nc(SCC(N)=O)n(-c3ccccc3)c(=O)c2c1C,0.4%,-11%,4%,-9%,?,1.9,-22%,1%,-3%
NC(=O)CSc1ncc2c(n1)-c1ccccc1N(Cc1ccc(F)cc1)S2(=O)=O,-0.4%,0%,3%,-1%,i,/,?,/,7%
Cc1c(Cl)c([N+](=O)[O-])nn1CC(=O)NCC(C)C,-0.1%,1%,-1%,-22%,i,0.0,-12%,5%,1%
COC(=O)c1ccccc1NC(=O)Nc1ccc(Cl)cn1,-0.3%,1%,-19%,0%,?,0.3,?,-5%,-2%
CCOC(=O)c1ccc(NC(=O)CCC(=O)NCc2ccco2)cc1,0.2%[9.22 µM],2%,0%,-2%,i,-0.6,11%,2%,-6%
CCOC(=O)C(NC(=O)N(C)C)(Nc1sc(C)c(CC)c1C#N)C(F)(F)F (configuration not stated),3.8%,1%,9%,15%,i,0.7,3%,7%,7%
O=C(O)C1CC=CCC1C(=O)Nc1cccc(C(=O)N2CCCCC2)c1 (configuration not stated),0.0%,-6%,-10%,-2%,i,0.8,-5%,6%,9%
CC(C)Cn1c(/C=N/Nc2nc3ccccc3[nH]2)nc2ccccc21,0.4%,-4%,-18%,4.5µM*,?,0.1,7.3µM*,9%,?
COc1ccc2[nH]c(C(=O)NCCCN3CCCC3=O)c(C)c2c1,3.5%,10%,3%,10%,i,-0.7,24%,1%,-4%
COC(=O)Cc1c(C)nc2nc(NCc3ccc(Br)cc3)[nH]n2c1=O,-1.0%,7%,0%,-19%,i,/,2%,/,28%
Cc1ccccc1-c1n[nH]c(=S)n1C,0.2%,2%,19%,?,i,2.4,1%,-4%,-11%
CCCCn1c(N)c(N(C(=O)CSc2nncn2-c2ccccc2C)C2CCCC2)c(=O)[nH]c1=O,0.0%,-1%,9%,2%,i,0.4,-1%,1%,2%
NC(CC(=O)OC1CCCCC1)C(=O)OC1CCCCC1 (configuration not stated),0.7%,3%,-1%,8%,i,-0.3,25%,-28%[15.6 µM],0%
COc1ccc2c(c1)C(NS(=O)(=O)OCC(Cl)(Cl)Cl)CCC2 (configuration not stated),4.2%,9%,-16%,10%,i,-0.1,-15%,?,?
COc1ccc(CNC(=O)C[C@H]2C[C@H](C(=O)N3CCOCC3)[C@@]3(C)c4[nH]c5cc(CCC(=O)N(C)C)ccc5c4CCN3C2=O)cc1OC,0.1%,0%,0%,8%,i,-0.4,21%,8%,3%
c1ccc(-c2ccccc2OCCCN2CCOCC2)cc1,0.4%,0%,3%,/,i,0.3,21%,17%,5%
O=C(COC(=O)/C=C/c1cccc(C(F)(F)F)c1)NC(c1ccccc1)c1ccccc1,-0.4%,0%,5%,-22%,i,-0.2,-26%,1%,-4%
COc1ccc(Cc2nnc(NN)[nH]c2=O)cc1OC,0.2%,0%,-11%,4%,i,-0.3,-16%,-17%,5%

# Compounds as they come; any-hit rate near 4.3%.
